SRC3 TRFRET art: counter-screen for PPARgamma SRC-3 recruitment agonists: TR-FRET artefact. PPARgamma/SRC-3 format; active compounds read high. TR-FRET ratio at 8 µM. 0.39% of 99,000 active. AID 1048; in the data active = TR-FRET ratio above about 2000; also: inactives centre near 1600; reference of the scale not given here
SRC1 TRFRET art: TR-FRET artefact, counter-screen to PPARgamma/SRC-1 agonist assay; TR-FRET detection artefact counter-screen, emission ratio; active compounds read high; 0.34% of 99,000 active; TR-FRET ratio at 8 µM; AID 1051; in the data active = TR-FRET ratio above about 2300; also: inactives centre near 1800; reference of the scale not given here
Active calls of the source: *. The list is partial. The share of hits here may be higher or lower than overall.

SMILES	SRC3 TRFRET art	SRC1 TRFRET art
N#CC(c1ccc(=O)[nH]n1)c1ccc(Cl)cc1Cl (stereo not drawn)	1589	1767
CN(C)c1nc(N)nc(CSc2nc3c(c(=O)n(C)c(=O)n3C)n2Cc2ccccc2F)n1	1486	2174
CC/C(=N/N=C(\CC)c1ccccc1)c1ccccc1	1629	1783
COc1cccc(N2CCN(C(=O)C3CCN(S(=O)(=O)c4cccs4)CC3)CC2)c1	1691	1744
CCOCCCNC(=O)C(NC(=O)c1ccc2c(c1)OCO2)c1ccc(Cl)cc1 (stereo not drawn)	1583	1837
Cc1cc(/C=C(\C#N)C(=O)OCC#N)c(C)n1CC(C)C	1743	1894
COc1cc(OC)c2c(-c3ccccc3)cc(=O)oc2c1	1592	1831
COc1ccc(CC(=O)N2CCN=C2SCc2cccc([N+](=O)[O-])c2)cc1	1775	1879
CC(=O)c1cccc(CN2CCN(Cc3ccc(F)cc3)C(CCO)C2)c1 (stereo not drawn)	1769	1799
C/C=C/c1ccc(OCCCN2C(=O)NC(C)(C)C2=O)c(OC)c1	1457	1624
COC(=O)COc1ccc2c(=O)c(Oc3ccccc3)c(C)oc2c1	1444	1845
CCc1ccc(C2=NNC(=Nc3c(C)n(C)n(-c4ccccc4)c3=O)SC2)cc1	1528	1897
COc1ccc(CNC(=O)C(=O)NC2CCC(C)CC2)cc1 (stereo not drawn)	1438	1820
N/C(=N\OC(=O)CCCC(=O)O)c1ncc(C(F)(F)F)cc1Cl	1540	1656
COc1ccc(S(=O)(=O)Nc2nc3c(s2)CCCC3)cc1	1829	1837
CC1(c2ccc(OCC#N)cc2)C=C(c2ccc(OCC#N)cc2)n2nc(C(F)(F)F)nc2N1 (stereo not drawn)	1571	1612
COc1cc(NC(=O)c2cccc([N+](=O)[O-])c2C)ccc1NC(=O)c1ccco1	1633	1822
CNC(=S)N1N=C(c2ccc(Br)cc2)CC1c1ccc(N(C)C)cc1 (stereo not drawn)	4796*	4829*
COC(=O)CSc1nc(C)cc(N2CCOCC2)n1	1545	1692
O=C(O)c1cccc(-n2cccc2/C=C2\NC(=O)N(Cc3ccc(F)cc3)C2=O)c1	1690	1995
Cc1c(NS(=O)(=O)c2cc(C(=O)OCC(=O)N3CCC(C)CC3)ccc2Cl)c(=O)n(-c2ccccc2)n1C	1873	1986
Cc1ccc(N(Cc2ccccc2F)S(C)(=O)=O)c(C)c1	1556	1845
Cc1cc(N(C)/N=C/c2ccccc2)nc(-c2ccccc2O)n1	1533	1593
O=C(N/C(=C/c1ccccc1)C(=O)N1CCOCC1)c1ccc([N+](=O)[O-])cc1	1652	1823
Cc1ccc(/C=c2\s/c(=C(/C#N)C(=O)N3CCCC3)n(Cc3ccco3)c2=O)s1	1623	1600

Random excerpt: 3 compounds from above.
SMILES	SRC3 TRFRET art	SRC1 TRFRET art
Cc1cc(N(C)/N=C/c2ccccc2)nc(-c2ccccc2O)n1	1533	1593
N/C(=N\OC(=O)CCCC(=O)O)c1ncc(C(F)(F)F)cc1Cl	1540	1656
CN(C)c1nc(N)nc(CSc2nc3c(c(=O)n(C)c(=O)n3C)n2Cc2ccccc2F)n1	1486	2174

Later entries
SMILES	SRC3 TRFRET art	SRC1 TRFRET art
O=C(NN/C(=N/S(=O)(=O)c1ccc(Cl)cc1)c1ccccc1)c1ccc(O)cc1	1556	1838
CCc1ccc(/C=C2\SC(=S)N(CCC(=O)Nc3cc(C)on3)C2=O)cc1	1513	1956
CN(C)CCCC1(O)c2ccccc2CCc2ccccc21	1535	1626
OCCC1CN(Cc2cccn2-c2cccnc2)CCN1Cc1ccc(F)cc1 (stereo not drawn)	1720	1645
CC(CN1CCOCC1)OC(=O)CCc1ccccc1 (stereo not drawn)	1503	1911
CCOC(=O)c1cc(-c2ccc(F)cc2)n(CCC(=O)NC2CCN(Cc3ccccc3)CC2)c1C	1658	1903
CC(=O)NC(c1ccccc1)c1c(O)ccc2ccccc12 (stereo not drawn)	1539	1633
c1ccc(-c2ccc(-c3nc(-c4ccncc4)no3)cc2)cc1	2003	1814
C=CCn1cc(C(=O)OCC)c(=O)c2ccc(F)cc21	1412	1853
COC(=O)c1nnn(CC(=O)NC(=O)Nc2cccc(Cl)c2C)c1C(=O)OC	1468	1582
COc1ccc2c(c1)C=C(C(=O)OCc1cccnc1)CO2	1331	1628
O=C1CN(C(=O)COc2ccccc2F)c2ccccc2N1	1705	1918
CC(Oc1ccc(F)cc1)C(=O)NN (stereo not drawn)	1535	1631
CC(=O)N(C1=C(N)C(=O)c2ccccc2C1=O)C(C)C	1550	1900
CN(C)c1ccc(C(CNC(=O)c2ccc(C#N)cc2)c2c[nH]c3ccccc23)cc1 (stereo not drawn)	1503	2036
O=C(CC1C(=O)N(Cc2ccccc2)C(=S)N1CCN1CCOCC1)Nc1ccc(F)cc1 (stereo not drawn)	1423	1882
O=C(O)c1ccc(N2CCOCC2)c(N2C(=O)C3C4C=CC(C4)C3C2=O)c1 (stereo not drawn)	1416	1685
Cc1ccc(-n2nnnc2SCC(=O)NC(C(=O)O)(c2ccccc2)c2ccccc2)cc1C	1506	1653
COc1cc(OC)c(NC(=S)NCc2ccccc2)cc1Cl	1477	1842
O=C(COC(=O)c1cccnc1Cl)NCCC1=CCCCC1	1595	1732
CCN(CC)C(=O)CSc1nc2cc3c(cc2c(=O)n1Cc1ccc(OC)cc1)OCO3	1744	1917
O=C(CSCc1cccs1)N1CCCC1	1480	1925
COc1ccc(NC(=O)c2ccc(-n3cncn3)c([N+](=O)[O-])c2)cc1	1749	2102
CN(CC(=O)Nc1ccccc1Cl)CC(=O)Nc1ccccc1[N+](=O)[O-]	1405	1426
NS(=O)(=O)c1ccc(CNC(=O)CCSCCC(=O)NCc2ccc(S(N)(=O)=O)cc2)cc1	1570	1892

Structures listed so far with a nitro group on carbon (five):
SMILES	SRC3 TRFRET art	SRC1 TRFRET art
COc1ccc(CC(=O)N2CCN=C2SCc2cccc([N+](=O)[O-])c2)cc1	1775	1879
COc1cc(NC(=O)c2cccc([N+](=O)[O-])c2C)ccc1NC(=O)c1ccco1	1633	1822
O=C(N/C(=C/c1ccccc1)C(=O)N1CCOCC1)c1ccc([N+](=O)[O-])cc1	1652	1823
COc1ccc(NC(=O)c2ccc(-n3cncn3)c([N+](=O)[O-])c2)cc1	1749	2102
CN(CC(=O)Nc1ccccc1Cl)CC(=O)Nc1ccccc1[N+](=O)[O-]	1405	1426

The listing continues.
SMILES	SRC3 TRFRET art	SRC1 TRFRET art
CC1CC2=C(C(=O)O1)C(C)Nc1ccccc1N2 (stereo not drawn)	1731	1915
CC(C)N(C(=O)C[n+]1ccsc1N)c1ccccc1	1606	1969
Cc1cccc(COCC(Cc2ccccc2)N2CCN(C(=O)c3cccc(C)c3)CCC2=O)c1 (stereo not drawn)	1508	1691
CCN(C(=O)COc1ccccc1)C1CCCCC1	1557	1812
CCN(CC)S(=O)(=O)c1ccc(C)c(NC(=O)COc2ccc(Br)cc2Cl)c1	1577	1651
O=c1cc(NS(=O)(=O)c2ccccc2)nc(SCc2ccc(Cl)cc2)[nH]1	1649	1739
Cc1cc(C(=O)CN2C(=O)NC3(CCCCC3)C2=O)c(C)n1C	1477	1788
COc1ccc(C(=O)NNC(=O)c2ccncc2)cc1	1633	1856
CC1CC(C)CN(S(=O)(=O)N2CCC(C(=O)NCCC3=CCCCC3)CC2)C1 (stereo not drawn)	1265	1674
O=C(O)c1ccc(Nc2ncc([N+](=O)[O-])cc2[N+](=O)[O-])cc1	1463	1465
Cc1cc(N(CC(=O)NC2CC2)S(C)(=O)=O)ccc1Br	1701	1532
CCN(CC)CCN1CCn2c3c(c4cc(C)ccc42)CCCC31 (stereo not drawn)	1831	1909
COc1ccc(-c2nc(N)n(C(=O)c3ccc(C)cc3)n2)cc1	1831	1899
O=c1c(Cl)c(N2CCNCC2)cnn1C12CC3CC(CC(C3)C1)C2	1437	1798
Cc1cc(F)ccc1NCc1ccccc1[N+](=O)[O-]	1654	1940
CC(C)N(C(=O)CO/N=C/c1cccc([N+](=O)[O-])c1)C(C)C	1635	1885
O=C(Nc1nccs1)C1CCN(S(=O)(=O)c2cnc[nH]2)CC1	1578	1735
CCn1c(SCC(=O)Nc2ncc(C(F)(F)F)cc2Cl)nnc1-c1ccccc1	1492	1656
COC(=O)CCCNc1ncccc1[N+](=O)[O-]	1466	1885
CCN(C(=O)CN1CCN(c2cccc(C(F)(F)F)c2)CC1)c1c(N)n(Cc2ccccc2)c(=O)[nH]c1=O	1487	1747
Cc1ccc(C(NC(=O)/C=C\c2ccc3c(c2)OCO3)C(=O)Nc2ccc3c(c2)OCO3)cc1 (stereo not drawn)	1625	1758
O=C(N/N=C/c1cccc(OCC(=O)N2CCCC2)c1)C(=O)Nc1ccccc1F	1608	1769
Cn1c(SC2C(=O)CC(C)(C)CC2=O)nnc1-c1ccco1	1417	1925
COc1cccc(C(C(=O)NC2CCCC2)N(C(=O)c2ccco2)c2ccc(-n3cnnn3)c(C)c2)c1OC (stereo not drawn)	1455	1896
COc1ccc(NC(=O)Cn2ncc(Cl)c(Cl)c2=O)cc1S(=O)(=O)N1CCOCC1	1470	1844
Carrying on:
SMILES	SRC3 TRFRET art	SRC1 TRFRET art
Cc1ccccc1NS(=O)(=O)c1ccc(C(=O)OCC(=O)NCC(C)C)cc1	1522	1635
Fc1cccc(Cn2cc(C(=S)N3CCOCC3)c3ccccc32)c1	1565	2171
O=C(CCN1C(=O)c2ccccc2C1=O)Nc1nc2ccccc2s1	1512	1759
O=C(Cc1csc(-c2ccccc2)n1)NCc1ccc(F)cc1	1632	1922
Cc1ccc(/C=N/NC(=O)CNC(=O)COc2ccc(Cl)cc2)o1	1658	1917
O=C(CSc1nc2ccccc2n1S(=O)(=O)c1ccccc1)N1CCCC1	1513	1761
CC1CCC(C(C)C)C(OC(=O)CSc2n[nH]c(=O)[nH]c2=O)C1 (stereo not drawn)	1476	1730
CC(=O)Nc1ccc(NC(=O)Nc2cccc(C)c2C)cc1	1416	2085
CCCN1C/C(=C/c2ccc3c(c2)OCO3)C(=O)/C(=C/c2ccc3c(c2)OCO3)C1	1621	1724
O=C(O/N=C1\C(=O)N(c2ccccc2)c2ccccc21)C1CC1	1575	1767
CCCC(C(=O)NCc1ccco1)N(C(=O)CNS(=O)(=O)c1ccccc1)c1ccc(OC)cc1 (stereo not drawn)	1750	1804
CC(C)[C@H](NC(=O)c1ccccc1)C(=O)OCC(=O)c1ccccc1F	1522	1766
Cc1ccc(NC(=O)Nc2nnc(Cc3ccc([N+](=O)[O-])cc3)s2)cc1C	1617	1875
CCN1CCCc2cc(CN(CCN3CCOCC3)C(=S)Nc3ccc(C)cc3)ccc21	1880	1793
C1=CCC(/C=N/n2cnnc2)CC1 (stereo not drawn)	1607	2212
COCCNC(=S)N/N=C(\C)c1ccc(Cl)c(Cl)c1Cl	1680	2046
O=C(CCNC(=O)c1ccccc1Cl)OCC(=O)c1ccccc1	1792	1975
O=[N+]([O-])c1ccc(C[n+]2cccc3ccc4cccnc4c32)cc1	1625	1837
CCCCNS(=O)(=O)c1ccc2nc(SCC(=O)c3ccc(C#N)cc3)[nH]c2c1	1679	1825
Cc1cc(C(=O)NCCC2=CCCCC2)ccc1[N+](=O)[O-]	1463	1919
COC(=O)Nc1ccc(S(=O)(=O)N2CCCC(C(=O)N3CCCCC3)C2)cc1 (stereo not drawn)	1686	1653
COC(=O)c1cn(C(=O)c2ccc(C)c(C)c2)c2ccccc12	1524	2028
COC(=O)c1sc(NC(=O)c2cccc([N+](=O)[O-])c2)c(C(N)=O)c1C	1564	1874
CC(=O)c1c(C)[nH]c(C(=O)NCc2ccc(F)cc2)c1C	1692	1666
CCCCOc1ccc(CC2CCC(=O)NC2=O)cc1 (stereo not drawn)	1718	2050
Other compounds.
SMILES	SRC3 TRFRET art	SRC1 TRFRET art
CCCN=Cc1ccc(O)cc1	1653	1685
COc1ccc(CNC(=O)CCS(=O)(=O)Cc2cccc(Cl)c2)c(OC)c1	1952	1991
COC(=O)C1=C(C)N(C(C)c2ccccc2)C(=O)/C1=C\c1ccco1 (stereo not drawn)	1407	1778
COc1ccc(C(=O)OCC(=O)NCc2ccc3c(c2)OCO3)cc1[N+](=O)[O-]	1498	1511
CSc1nc2n(n1)C(c1cccs1)C1=C(CCCC1=O)N2 (stereo not drawn)	1641	2114
CCOC(=O)C1CCCN(C(=O)CSc2ccccc2)C1 (stereo not drawn)	1607	1700
Cc1onc(-c2ccccc2Cl)c1C(=O)N1CCOC12CCN(c1cccc(F)n1)CC2	1675	1966
CCCCCc1c(C)nc(NCc2ccccc2)[nH]c1=O	1489	1898
O=C(Nc1ccc(F)cc1)C(Sc1nc2ccccc2[nH]1)c1ccccc1 (stereo not drawn)	1650	1986
COc1ccc(NS(=O)(=O)c2cnc[nH]2)cc1	1510	1771
CCCCc1c(C)nc2ccc(Br)cc2c1SC(N)N	2024	2015
O=C(COC(=O)c1cccnc1Cl)Nc1ccc2c(c1)OCCO2	1567	1770
COC(=O)c1ccc(CSc2n[nH]c(-c3ccccc3)n2)o1	1545	1855
CCc1cc(C(c2ccncc2)N2CCN(C)CC2)c(NC(=O)c2ccccc2)s1 (stereo not drawn)	1302	1562
COC(=O)CNC(=O)c1cc(OC)cc(OC)c1	1514	1761
CCCc1cc(N2CCCC(C(=O)NCc3ccc4c(c3)OCO4)C2)n2ncnc2n1 (stereo not drawn)	1543	1627

Whole records as entered above:
Record of COC(=O)CNC(=O)c1cc(OC)cc(OC)c1 = SRC3 TRFRET art: 1514; SRC1 TRFRET art: 1761
Record of O=C(Nc1ccc(F)cc1)C(Sc1nc2ccccc2[nH]1)c1ccccc1 (stereo not drawn) = SRC3 TRFRET art: 1650; SRC1 TRFRET art: 1986
Record of CSc1nc2n(n1)C(c1cccs1)C1=C(CCCC1=O)N2 (stereo not drawn) = SRC3 TRFRET art: 1641; SRC1 TRFRET art: 2114

Screening data from PubChem.
